# IDE inh: cellular human IDE inhibition. inhibition, % at 5.59 µM. HEK cells, FAbetaB cleavage, fluorescence polarization. P14735. 320,000 compounds, 0.41% hits;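 active means percent inhibition above the average of all tested compounds plus 3 SD, set per screening campaign, cut at about 16% in these data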;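 further: IDE supplied by intact live HEK cells; FP after avidin binding of uncleaved biotin substrate so inhibition keeps polarization high; 0% = DMSO wells and 100% = 60 µM reference IDE inhibitor Ii1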
# PHOSPHO1 block: blocks human PHOSPHO1 phosphatase activity; 290,000 compounds, 1.1% hits; recombinant PHOSPHO1, absorbance phosphatase assay; inhibition, % at 13.3 µM; Q8TCT1; AID 1565; in the data active means inhibition above about 60%
# Target sequence (Q8TCT1 whole entry, looked up): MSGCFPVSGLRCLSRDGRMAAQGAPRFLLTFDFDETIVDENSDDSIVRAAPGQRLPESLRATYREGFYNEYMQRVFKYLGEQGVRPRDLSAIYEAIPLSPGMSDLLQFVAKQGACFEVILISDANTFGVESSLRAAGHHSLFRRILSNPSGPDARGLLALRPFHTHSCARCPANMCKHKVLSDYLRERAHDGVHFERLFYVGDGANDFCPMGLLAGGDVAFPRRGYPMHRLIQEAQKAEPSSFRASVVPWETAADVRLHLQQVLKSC
# CRFBP-R2 block: blocks CRF-induced signaling of the CRF-BP/CRF-R2 complex; HEK293 CRF-R2/CRF-BP, CRF-induced calcium fluorescence; inhibition, % at 11.8 µM; 350,000 compounds, 0.59% hits; AID 588475;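 active means inhibition of the ligand-induced calcium signal above about 50% at the single tested concentration, limit read from the data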
# GalR3 antagonist: blocks the human galanin receptor 3; 360,000 compounds, 0.44% hits; AID 651719; HEK293 GalR3-CNG cAMP membrane potential fluorescence; galR3 body fused to GalR1 C-terminus; inhibition, % at 3 µM;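 active means inhibition above the screen-wide average plus 3 SD, cut at about 13% in these data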;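 further: forskolin and galanin both at EC90 stimulate the cells; cAMP rise reported by CNG channel membrane potential dye signal; 0% = forskolin plus galanin with DMSO and 100% = forskolin alone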
# Target sequence (O60755 1-299 limits assumed): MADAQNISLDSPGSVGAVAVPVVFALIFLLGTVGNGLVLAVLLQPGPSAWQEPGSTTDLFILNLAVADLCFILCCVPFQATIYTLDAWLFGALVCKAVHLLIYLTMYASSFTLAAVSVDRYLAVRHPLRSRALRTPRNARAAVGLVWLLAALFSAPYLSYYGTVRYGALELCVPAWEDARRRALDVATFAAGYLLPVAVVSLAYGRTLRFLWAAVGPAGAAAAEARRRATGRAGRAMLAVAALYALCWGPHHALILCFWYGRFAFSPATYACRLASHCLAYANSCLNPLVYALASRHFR
# pCIP destab: lowers stability of the mouse p/CIP coactivator protein; decrease of EGFP signal, % at 10 µM; F442A p/CIP-EGFP cells, EGFP fluorescence, 16 h; Q05BA5; 290,000 compounds, 0.01% hits;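 active means EGFP signal decrease of at least 30% at 10 µM or well 3 SD below plate mean, unless failing retest; inactive means the rest, including hits failing retest or dose response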; further: some compounds called inactive have numbers as strong as hits; many of its hits are not listed in these tables
# MEKK3 PB1 HTS: MEKK3-MEK5 PB1 interaction, increase or decrease; 290,000 compounds, 1.4% hits; AID 1529; Q99759; bead-based flow cytometry, Alexa488-MEK5 binding to MEKK3; actives lie on both sides; 0 = blocked by unlabeled MEK5, 100 = vehicle; binding response (% of control), % at 10 µM;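 active means binding response more than 3 SD above or below the average of its plate-row segment, actives on both sides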;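 further: Alexa488 bead fluorescence after subtracting the streptavidin-only scavenger bead signal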
# M4 PAM: positive allosteric modulators of human muscarinic M4 receptor. P08173. CHO-K1 hM4/Gqi5, Fluo-8 calcium fluorescence, ACh EC20; 0% = ACh EC20, 100% = maximal ACh. activation, % at 3 µM. 360,000 compounds, 0.4% hits. AID 624126;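 active means activation above its plate's cutoff, the mean activation of sample wells plus 3 SD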; further: some results filed as inactive read as strong as hits
# Target sequence (P08173 whole entry, looked up): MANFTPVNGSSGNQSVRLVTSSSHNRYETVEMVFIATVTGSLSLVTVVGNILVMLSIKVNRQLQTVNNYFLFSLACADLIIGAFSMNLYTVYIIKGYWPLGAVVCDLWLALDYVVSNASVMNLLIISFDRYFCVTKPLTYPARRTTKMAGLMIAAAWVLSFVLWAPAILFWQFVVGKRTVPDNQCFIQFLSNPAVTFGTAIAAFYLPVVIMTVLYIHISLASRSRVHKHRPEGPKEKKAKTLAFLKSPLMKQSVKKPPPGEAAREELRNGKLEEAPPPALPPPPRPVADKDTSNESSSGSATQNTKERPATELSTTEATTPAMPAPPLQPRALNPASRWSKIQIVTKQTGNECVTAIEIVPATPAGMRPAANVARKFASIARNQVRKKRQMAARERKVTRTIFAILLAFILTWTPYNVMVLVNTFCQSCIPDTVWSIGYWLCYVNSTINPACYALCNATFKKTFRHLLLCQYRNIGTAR
# CRFBP-R2 agonist: agonists of human CRF-binding protein/CRF-R2 receptor complex; HEK293 CRF-R2/CRF-BP, calcium dye fluorescence (FLIPR); percent of saturating CRF peptide response; activation, % at 13.2 µM; 350,000 compounds, 0.46% hits;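 active means activation of at least 50%, plus an integration ratio under a set limit after plate pattern correction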;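 further: plate controls were neutral control wells without compound for no effect and CRF at EC100 for full effect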
# IDE act: boosts human insulin-degrading enzyme activity in HEK cells; P14735; FAbeta-B cleavage, fluorescence polarization; 0% vehicle, 100% cell-free pure enzyme wells; 340,000 compounds, 0.073% hits; AID 493087; activation, % at 5.96 µM;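 active means activation above the mean of all tested compounds plus 3 SD, set per screening campaign, cut at about 17% in these data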
# An asterisk follows results filed as active; x = not tested or not shown. Compounds as they come, and some 4.2% of all compounds hit somewhere here.
SMILES,IDE inh,PHOSPHO1 block,CRFBP-R2 block,GalR3 antagonist,pCIP destab,MEKK3 PB1 HTS,M4 PAM,CRFBP-R2 agonist,IDE act
COc1ccccc1NC(=O)c1cnc(SCC(=O)NCC2CCCO2)n(C)c1=O (configuration not stated),-1,x,11,1,x,x,-1,0.1,-3
COc1cc(NC(=O)C/C(C)=N/NC(=O)c2cccs2)c(OC)cc1Cl,6,24,-11,-3,1,102,2,0.7,5
CC(=O)C1=C(O)C(=O)N(CO)C1c1ccccc1F (configuration not stated),1,18,-16,1,-4,103,3,0.0,0
Cc1oc2c(cc(NS(=O)(=O)c3ccc(C(C)C)cc3)c3ccccc32)c1C(=O)O,5,-14,-9,0,1,106,-5,1.5,-2
CN(C)CCCNc1ncc(C(F)(F)F)cc1Cl,-2,-13,-10,1,5,85,4,0.8,7
Cc1ccc(NC(=S)N2CCCN(Cc3ccc(F)cc3)C2)c(C)c1,-1,9,5,3,11,95,4,-2.9,11
COc1ccc(C(=O)NCc2ccc3c(c2)OCO3)cc1S(=O)(=O)NCc1ccc(Cl)cc1,5,-1,24,-9,2,99,3,0.5,2
O=[N+]([O-])c1cc(S(=O)(=O)N2CCOCC2)ccc1N1CCNCC1,x,x,3,-5,x,x,2,0.5,3
O=[N+]([O-])c1ccc2[nH]c(O)c(N=NC(=S)NCC3CCCO3)c2c1 (configuration not stated),1,-12,-7,-8,-4,92,-7,-2.6,2
COc1cc2cc(Oc3ccc4ccc(=O)oc4c3)c(=O)oc2cc1OC(=O)C=C(C)C,2,-18,x,x,5,83,x,x,x
COc1cc(NS(=O)(=O)c2ccc(NC(=O)C3CCCO3)cc2)nc(OC)n1 (configuration not stated),0,15,28,-6,2,104,10,-2.5,1
COCCNC(=O)CCCn1c(=O)c2cc(OC)c(OC)cc2n(CC(=O)Nc2ccc(C)c(F)c2)c1=O,1,-17,-15,0,-3,99,8,0.1,4
O=C(NCc1cccnc1)/C(=C/c1ccc([N+](=O)[O-])cc1)NC(=O)c1ccccc1,-1,x,6,-3,x,x,-3,-2.4,3
Cc1ccc(Cl)cc1N1CCN(C(=O)Cn2ccc3ccccc3c2=O)CC1,0,14,-14,-2,-6,109,-16,-0.3,-1
O=C(NCCCN1CCOCC1)c1ccc2nc(Cc3ccccc3F)oc2c1,x,26,-4,-1,-15,104,1,-0.5,5
CCc1cc2c(=O)[nH]c(N3CCOCC3)nc2s1,5,-2,4,-2,1,93,-7,4.4,-4
CCOC(=O)Cc1csc(SCC(=O)N(CC(C)C)c2c(N)n(Cc3ccccc3)c(=O)[nH]c2=O)n1,4,x,-1,-2,x,x,12,0.5,-1
Cc1ccc(-c2nc(=O)[nH]c3ccc(Br)cc23)cc1,x,44,-3,-3,6,104,2,-3.5,-4
Cc1n[nH]c(=O)c2ccccc12,5,0,12,-4,-8,106,1,-1.9,2
Cc1ccc(C(=O)Nc2cnc3ccccc3c2)cc1,-4,0,-5,-5,-7,103,10,-0.3,-2
CCn1c(CSc2nc(C)cs2)nc2cc(S(=O)(=O)N(C)C)ccc21,0,0,-16,-2,-8,96,1,-3.1,4
O=C(CSc1nnc(-c2ccco2)o1)c1ccc[nH]1,0,-26,0,2,-3,99,-2,-0.5,5
O=C(COC(=O)c1ccc([N+](=O)[O-])o1)NCc1ccccc1,3,x,6,-7,x,x,7,-3.1,5
CCOc1ccc(N(CC(=O)O)S(=O)(=O)c2cccnc2)cc1,8,2,16,4,-4,98,0,-1.7,5
O=C(Nc1cccc2nsnc12)c1cc2c(cc1Cl)Sc1nccn1S2(=O)=O,x,x,8,-5,x,x,4,-1.1,-2

# (next part)
SMILES,IDE inh,PHOSPHO1 block,CRFBP-R2 block,GalR3 antagonist,pCIP destab,MEKK3 PB1 HTS,M4 PAM,CRFBP-R2 agonist,IDE act
COc1ccc(CCNC2CCC(c3ccccc3)CC2)cc1 (configuration not stated),3,39,-14,-15,11,104,-12,2.4,-6
O=C(CNC1CCCC1)Nc1cc(Cl)ccc1[N+](=O)[O-],4,28,-21,-3,-7,101,2,-0.7,6
Cc1ccc(CSc2nnc(NC(=O)C3=COCCO3)s2)cc1,1,x,-8,4,x,x,4,0.6,4
CC12CN3CC(C)(CN(C1)C3c1cc(Br)ccc1O)C2=O (configuration not stated),9,-6,-13,-6,3,99,2,-1.0,-2
COc1ccc(C(=O)NCc2ccc(-c3nc4ccccc4s3)cc2)cc1OC,2,12,-21,-1,13,106,17,3.5,-1
CC(C)c1c(O)cc(-c2ccncc2)n(-c2ccc(Cl)cc2)c1=O,2,-11,14,-8,5,106,-3,-0.2,6
COc1cc2c(cc1OC)CN(C(=O)c1ccc(OC)c([N+](=O)[O-])c1)CC2,6,16,-3,-4,-2,104,-10,0.9,-2
O=S(=O)(c1ccc(F)cc1)N1CCN(Cc2cc3c(cc2Br)OCCO3)CC1,-2,x,-9,10,x,x,-9,3.9,2
COc1ccc(NC(=S)NCc2cccs2)c(OC)c1,0,15,10,6,-2,98,3,-2.3,4
O=C(Nn1cnnc1)c1ccc([N+](=O)[O-])cc1,-2,37,20,-4,8,93,-1,-2.5,7
O=C(OCC(=O)c1c[nH]c2ccccc12)c1cc(Br)ccc1O,-2,4,17,-7,-4,103,1,-0.3,3
COc1ccc(Nc2cc(C(=O)NCCCN3CCOCC3)c3ccccc3n2)cc1OC,2,-4,3,-3,0,109,0,-1.6,6
CCOc1ccc(CNC(=O)Cn2c(=O)c3cccn3c3ccccc32)cc1,-2,28,0,2,-13,100,-4,3.5,5
Cc1cccc(Nc2c(F)c(F)c(F)c(F)c2C(=O)O)c1,1,3,22,2,15,100,-2,0.3,-5
O=C(Nc1cccc(-c2nc3ccccc3[nH]2)c1)c1ccco1,4,9,-9,-1,-14,98,-12,0.4,-3
CN(C)C(CNC(=O)c1cccc(C(F)(F)F)c1)c1ccco1 (configuration not stated),4,10,5,-4,5,99,-3,-0.9,3
O=C(Cn1nnc(-c2cccc(C(F)(F)F)c2)n1)N1CCCCCC1,-7,0,6,-1,-5,x,-5,-0.9,3
COc1ccc(NC(=O)Cn2ncn3c(cc4ccccc43)c2=O)c(OC)c1OC,-4,23,-5,3,12,99,8,-0.7,5
O=C(NCCCn1ccnc1)C(=O)NCC1OCCN1S(=O)(=O)c1ccc(F)cc1 (configuration not stated),1,-6,19,x,0,117,12,-4.3,6
Cc1ccc(S(=O)(=O)N(C)c2nc3ccccc3n3c(C(C)C)nnc23)cc1,2,33,-11,-6,-15,101,5,1.4,6
O=S(Cc1ccc(Cl)cc1)CC(O)COCc1ccc(Cl)cc1 (configuration not stated),-1,3,-12,-4,-12,98,-7,3.2,-1
CN(C(=O)c1cccc(NC(=O)Cc2cccc(NC(=O)C3CCCN(C(=O)C4CCC4)C3)c2)c1)C1CC1 (configuration not stated),x,x,-5,-5,x,x,5,-1.2,0
CCCCc1nc2c(C)c(N)cnc2n1Cc1cccc([N+](=O)[O-])c1,3,14,21,-7,-1,98,-5,-0.3,3
O=C(C[n+]1ccc2ccccc2c1)c1cccc2ccccc12,4,4,2,-6,10,107,-3,0.4,5
CC(OC(=O)Cc1c(F)cccc1Cl)C(=O)NC1(C#N)CCCCC1 (configuration not stated),0,x,-14,-4,x,x,7,0.9,1

# Molecules shown so far containing bromine (4):
SMILES,IDE inh,PHOSPHO1 block,CRFBP-R2 block,GalR3 antagonist,pCIP destab,MEKK3 PB1 HTS,M4 PAM,CRFBP-R2 agonist,IDE act
Cc1ccc(-c2nc(=O)[nH]c3ccc(Br)cc23)cc1,x,44,-3,-3,6,104,2,-3.5,-4
CC12CN3CC(C)(CN(C1)C3c1cc(Br)ccc1O)C2=O (configuration not stated),9,-6,-13,-6,3,99,2,-1.0,-2
O=S(=O)(c1ccc(F)cc1)N1CCN(Cc2cc3c(cc2Br)OCCO3)CC1,-2,x,-9,10,x,x,-9,3.9,2
O=C(OCC(=O)c1c[nH]c2ccccc12)c1cc(Br)ccc1O,-2,4,17,-7,-4,103,1,-0.3,3

# More results.
SMILES,IDE inh,PHOSPHO1 block,CRFBP-R2 block,GalR3 antagonist,pCIP destab,MEKK3 PB1 HTS,M4 PAM,CRFBP-R2 agonist,IDE act
Cn1c(=O)oc2cc(S(=O)(=O)NC3CCCc4ccccc43)ccc21 (configuration not stated),6,5,-10,x,-5,109,-1,0.4,-5
CN(C)S(=O)(=O)c1cccc(NC(=O)c2ccc(S(=O)(=O)N3CCCCC3)cc2)c1,-2,x,-9,0,x,x,-8,0.7,-3
CC(C)(C)C(=O)COC(=O)C1=NN(c2ccccc2)C(=O)CC1,1,-10,3,-9,-2,101,3,-0.2,3
CN1CC(=O)NC1=NC(=O)C12CC3CC(CC(C3)C1)C2,-1,-5,-9,2,-10,104,-4,1.1,-1
COc1cccc(C(=O)Nc2nc(SCc3ccc(Cl)cc3)n[nH]2)c1,2,-5,0,5,-4,103,0,3.8,6
CCOC(=O)C1CCN(C(=O)c2sccc2Cl)CC1,-5,1,6,4,7,81,10,-0.7,3
CCO[C@H]1OC(C(=O)N2CCN(Cc3ccc4c(c3)OCO4)CC2)=C[C@@H](C)[C@@H]1CCCO,-1,32,-6,-8,-12,99,5,0.9,4
COc1ccc(S(=O)(=O)N2CCCCCC2)cc1NC(=O)c1ccccc1S(C)(=O)=O,-2,x,3,-3,x,x,6,-0.2,1
CCOC(=O)N1CCC(NC(=O)Cn2cccc2C(=O)c2ccccc2C)CC1,0,14,11,-5,0,104,-16,-2.7,-3
Cc1ccc(NC(=S)N2CCC(C(N)=O)(N3CCCCC3)CC2)c(C)c1,-8,33,-6,-1,-6,98,13,0.9,4
Cc1ccc(C)c(NC(=O)CCN2C(=O)c3ccccc3C2=O)c1,x,15,6,-8,-18,107,1,-5.1,0
CC12CC3(C)CC(C)(C1)CC(C(=O)NCc1ccccn1)(C2)C3,9,25,-28,-2,-19,105,-7,-2.9,-1
CCCc1cc(C(=O)NNC(=S)NCC2CCCO2)cs1 (configuration not stated),11,39,17,-13,-24,100,-1,-1.7,0
CCOC(=O)N1CCN(C(=O)c2ccc(CS(=O)(=O)c3ccccc3OC)o2)CC1,-1,11,-3,-5,-29,96,0,-0.6,-6
CCOc1ccc(-n2c(SCC(N)=O)nnc2-c2cccnc2)cc1,11,-3,6,4,1,104,-10,0.5,-6
Cc1cccc(NC(=O)Nc2ccc(C)cc2Br)c1,-3,8,17,-10,9,99,-12,-0.5,5
O=C(Nc1ccncc1)Nc1ccncc1,4,18,2,-3,-8,99,2,7.2,2
Cc1ccc(S(=O)(=O)N/N=C\c2cccnc2)cc1,0,22,10,0,-14,97,8,-0.1,-2
Cc1cccc(C)c1NC(=O)CNC(=O)c1ccc(COc2ccccc2)cc1,3,x,-1,1,x,x,0,0.0,2
CCOC(=O)c1cnc2sccn2c1=O,-2,23,4,-4,-2,95,3,4.4,5
CCN1C(=O)N[C@@H](CCc2ccccc2)C(C(C)=O)=C1C,1,x,-4,-5,x,96,6,1.0,2
CCCNC(=O)C1(CC2CC(c3ccccc3)=NO2)CCN(C(=O)c2cc(OCC)c(OCC)c(OCC)c2)CC1 (configuration not stated),-1,x,43,3,x,104,2,-0.9,-3
O=C1CSC(c2ccccc2F)N1c1ccccc1F (configuration not stated),4,10,13,-5,-11,101,5,-8.3,-6
Cc1[nH]ccc(=O)c1OCc1ccc(Cl)cc1,4,-6,-1,-4,6,100,3,-0.2,3
CC(=O)c1cccc(Nc2cc(C)nc3ccccc23)c1,-3,23,10,1,-16,95,-18,0.8,-3
C=CCn1c(SCC(=O)NC2CC2)nnc1-c1cccc(OC)c1,1,-4,5,2,10,102,8,0.8,2
Nc1n[nH]c(-c2ccccc2)n1,-1,22,15,0,-12,102,2,-1.1,6

# From PubChem BioAssay
